# High-throughput results as filed in PubChem.
# NSD2 inh: blocks human NSD2 histone methyltransferase activity | O96028 | NSD2-SET H3K36me1 DELFIA fluorescence, biochemical | inhibition, % at 12.5 µM | 44,000 compounds, 0.07% hits | AID 624260; in the data active = inhibition above about 54%, passing the limit was not always enough; inconclusive = no clear call, values can overlap the other calls;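 note: inhibitors reduce the monomethyl H3K36 fluorescence signal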
# Target sequence (O96028 whole entry, looked up): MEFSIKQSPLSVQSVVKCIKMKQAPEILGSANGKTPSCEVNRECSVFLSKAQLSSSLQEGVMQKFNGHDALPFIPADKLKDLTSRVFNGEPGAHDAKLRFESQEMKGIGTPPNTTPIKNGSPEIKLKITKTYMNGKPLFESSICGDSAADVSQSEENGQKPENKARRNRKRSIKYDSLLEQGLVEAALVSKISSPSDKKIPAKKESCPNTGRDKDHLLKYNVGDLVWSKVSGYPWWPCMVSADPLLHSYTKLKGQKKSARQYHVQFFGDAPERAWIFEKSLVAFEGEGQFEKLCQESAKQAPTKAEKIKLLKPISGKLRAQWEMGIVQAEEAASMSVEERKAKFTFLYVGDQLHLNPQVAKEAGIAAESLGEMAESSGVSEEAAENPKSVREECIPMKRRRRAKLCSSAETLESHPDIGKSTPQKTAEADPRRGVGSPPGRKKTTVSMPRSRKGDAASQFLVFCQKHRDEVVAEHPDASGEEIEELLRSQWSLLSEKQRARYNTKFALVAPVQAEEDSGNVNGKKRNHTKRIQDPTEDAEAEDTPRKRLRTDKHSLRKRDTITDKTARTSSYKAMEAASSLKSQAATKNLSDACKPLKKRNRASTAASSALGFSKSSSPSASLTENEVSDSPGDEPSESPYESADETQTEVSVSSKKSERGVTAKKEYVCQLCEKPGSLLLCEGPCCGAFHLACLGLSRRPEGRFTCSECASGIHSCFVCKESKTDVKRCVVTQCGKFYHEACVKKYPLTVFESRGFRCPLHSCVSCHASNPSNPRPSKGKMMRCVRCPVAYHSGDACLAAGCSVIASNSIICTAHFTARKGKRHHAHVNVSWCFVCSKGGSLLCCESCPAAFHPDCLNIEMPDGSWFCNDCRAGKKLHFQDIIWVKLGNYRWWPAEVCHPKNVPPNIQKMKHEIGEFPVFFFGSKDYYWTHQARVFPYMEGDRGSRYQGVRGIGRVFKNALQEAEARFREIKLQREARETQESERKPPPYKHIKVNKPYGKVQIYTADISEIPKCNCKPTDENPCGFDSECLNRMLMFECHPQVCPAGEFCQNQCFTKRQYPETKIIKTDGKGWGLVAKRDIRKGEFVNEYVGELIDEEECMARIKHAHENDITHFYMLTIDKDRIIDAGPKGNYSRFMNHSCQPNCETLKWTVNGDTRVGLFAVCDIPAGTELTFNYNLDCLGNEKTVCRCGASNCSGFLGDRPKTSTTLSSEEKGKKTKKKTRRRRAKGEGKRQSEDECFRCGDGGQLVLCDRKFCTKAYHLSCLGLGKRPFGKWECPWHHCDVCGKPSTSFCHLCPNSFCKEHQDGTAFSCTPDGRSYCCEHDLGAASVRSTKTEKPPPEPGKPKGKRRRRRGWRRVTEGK
# An asterisk follows results filed as active; u = inconclusive. Only part of the results is shown (hit frequency here may not be typical).
CNC[C@H]1Oc2c(NC(=O)C3CCCCC3)cccc2C(=O)N([C@@H](C)CO)C[C@@H]1C
- NSD2 inh: -0.3

Cc1noc(C)c1NC(=O)Nc1ccc2c(c1)CC(=O)N([C@H](C)CO)C[C@H](C)[C@H](CN(C)C(=O)Nc1ccc(C(F)(F)F)cc1)O2
- NSD2 inh: 5.0

CCOC(=O)N(C)C[C@H]1OCc2ccccc2-c2c(n(C)c3ccccc23)C(=O)N([C@H](C)CO)C[C@H]1C
- NSD2 inh: -3.3

Cc1noc(C)c1NC(=O)N(C)C[C@H]1Oc2ccc(NC(=O)NC3CCCCC3)cc2CC(=O)N([C@H](C)CO)C[C@@H]1C
- NSD2 inh: -5.1

COC(=O)CCCCCCC(=O)N/N=C/c1ccc(O)cc1Br
- NSD2 inh: 0.5

O=C(CCn1c(=S)[nH]c2c(sc3ccccc32)c1=O)NC1CCCCC1
- NSD2 inh: -2.9

C[C@@H]1CN([C@H](C)CO)C(=O)c2cc(NC(=O)CCC(F)(F)F)ccc2O[C@@H](C)CCCCO[C@H]1CN(C)C(=O)c1ccccc1
- NSD2 inh: -9.7

Cc1ccc(S(=O)(=O)N(C)C[C@@H]2OCCCC[C@@H](C)Oc3ccc(NS(=O)(=O)c4c(C)noc4C)cc3C(=O)N([C@H](C)CO)C[C@H]2C)cc1
- NSD2 inh: 4.5

C[C@@H]1CCCCO[C@@H](CN(C)S(=O)(=O)c2ccccc2)[C@H](C)CN([C@H](C)CO)C(=O)c2cc(NC(=O)Nc3ccc4c(c3)OCO4)ccc2O1
- NSD2 inh: -2.8

CC(C)NC(=O)N(C)C[C@H]1Oc2c(NS(=O)(=O)c3cn(C)cn3)cccc2C(=O)N([C@H](C)CO)C[C@H]1C
- NSD2 inh: 0.7

COc1cccc(-c2cnc3c(c2)C(=O)N([C@H](C)CO)C[C@H](C)[C@H](CN(C)C(=O)Nc2ccccc2)O3)c1
- NSD2 inh: 3.6

COc1ccc(NC(=O)Nc2ccc3c(c2)CC(=O)N([C@@H](C)CO)C[C@H](C)[C@@H](CN(C)Cc2ccc(C(=O)O)cc2)O3)cc1
- NSD2 inh: 12.9

C[C@@H]1CN([C@H](C)CO)C(=O)Cc2cc(NS(=O)(=O)c3cccs3)ccc2O[C@@H]1CN(C)Cc1ccc(C(F)(F)F)cc1
- NSD2 inh: -3.3

C[C@@H]1CN([C@H](C)CO)C(=O)c2cccc(NC(=O)C3CC3)c2O[C@H]1CN(C)Cc1ccc(C(=O)Nc2ccccc2N)cc1
- NSD2 inh: -0.8

C=CCNC(=O)[C@H]1[C@@H]2C(=O)O[C@@H](c3ccccc3)[C@@H](c3ccccc3)N2[C@@H](c2ccc(OCCO)cc2)[C@]12C(=O)Nc1ccc(C#CCC(C(=O)OC)C(=O)OC)cc12
- NSD2 inh: -3.4

CC(=O)c1cc(C)c(O)c(COC2OC(CO)C(O)C(O)C2O)c1O (stereo not given)
- NSD2 inh: 2.1

COc1ccc(S(=O)(=O)N(C)C[C@@H]2Oc3ccc(NC(=O)Nc4ccc(C(F)(F)F)cc4)cc3CC(=O)N([C@@H](C)CO)C[C@H]2C)cc1
- NSD2 inh: -0.7

C[C@@H]1CN([C@@H](C)CO)C(=O)c2cc(NC(=O)Cn3cnnn3)ccc2O[C@@H]1CN(C)Cc1ccncc1
- NSD2 inh: -2.6

C[C@H](O)C#Cc1ccc2c(c1)O[C@H](CN(C)C(=O)C1CCC1)[C@@H](C)CN([C@@H](C)CO)S2(=O)=O
- NSD2 inh: 1.8

C[C@@H]1CN([C@H](C)CO)C(=O)Cc2cc(NC(=O)CCCCCC(=O)Nc3ccccc3N)ccc2O[C@@H]1CN(C)C
- NSD2 inh: -14.3

COCC#Cc1ccc2c(c1)O[C@H](CN(C)S(=O)(=O)c1cccc(F)c1)[C@@H](C)CN([C@@H](C)CO)S2(=O)=O
- NSD2 inh: 1.1

Cc1ccc(S(=O)(=O)NC(=O)NC2CCN(c3nccc(C(F)(F)F)n3)CC2)cc1
- NSD2 inh: -5.2

O=C(C[C@@H]1C[C@@H]2c3cc(NC(=O)NC4CCCC4)ccc3O[C@@H]2[C@@H](CO)O1)NCCN1CCCCC1
- NSD2 inh: 2.1

CC(C)c1onc(-c2c(Cl)cccc2Cl)c1COc1ccc(/C=C/c2cccc(C(=O)O)c2)c(Cl)c1
- NSD2 inh: 14.5

C[C@H](CO)N1C[C@H](C)[C@@H](CN(C)CC2CCOCC2)Oc2ncc(C#Cc3ccccc3)cc2C1=O
- NSD2 inh: -5.2

COc1ccc(NC(=O)Nc2ccc3c(c2)[C@H]2C[C@H](CC(=O)NCc4ccc5c(c4)OCO5)O[C@H](CO)[C@H]2O3)cc1
- NSD2 inh: 7.9

C[C@H](CO)N1C[C@H](C)[C@@H](CN(C)C(=O)Nc2ccccc2)Oc2cc(C#CC3(O)CCCC3)ccc2S1(=O)=O
- NSD2 inh: 1.3

C[C@H](CO)N1C[C@H](C)[C@@H](CN(C)C(=O)c2ccncc2)OCCCC[C@H](C)Oc2ccc(NC(=O)NC3CCCCC3)cc2C1=O
- NSD2 inh: 1.6

COc1ccccc1NC(=O)N[C@H]1CC[C@@H](CC(=O)NCc2ccc(Cl)c(Cl)c2)O[C@H]1CO
- NSD2 inh: -9.4

O=C1OCc2cc3cccc(O[C@@H]4O[C@H](CO[C@@H]5OC[C@@H](O)[C@H](O)[C@H]5O)[C@@H](O)[C@H](O)[C@H]4O)c3c(O)c21
- NSD2 inh: 9.7

CCCN(C)C[C@H]1Oc2cc(C#CC(C)(C)O)ccc2S(=O)(=O)N([C@H](C)CO)C[C@H]1C
- NSD2 inh: 0.0

CC(=O)N(C)C[C@H]1Oc2cc(C#Cc3ccccn3)ccc2S(=O)(=O)N([C@@H](C)CO)C[C@@H]1C
- NSD2 inh: 1.5

C[C@H]1CN([C@@H](C)CO)C(=O)Cc2cc(NC(=O)c3ccncc3)ccc2O[C@H]1CN(C)C(=O)Nc1ccc(F)cc1
- NSD2 inh: 0.8

CO[C@@H](CN(C)C(=O)C1CCOCC1)[C@H](C)CN([C@H](C)CO)S(=O)(=O)c1ccccc1
- NSD2 inh: -2.8

C[C@@H](NC(=O)C[C@@H]1CC[C@@H](NC(=O)CN2CCOCC2)[C@@H](CO)O1)c1ccccc1
- NSD2 inh: 2.9

CC(C)CNC(=O)[C@@]1(C)c2ccccc2C(=O)N(Cc2ccccc2)[C@H]1c1ccc(CO)cc1
- NSD2 inh: -2.1

COc1ccc(CN(C)C[C@@H]2OCCCC[C@@H](C)Oc3ccc(NC(=O)Nc4ccccc4)cc3C(=O)N([C@@H](C)CO)C[C@@H]2C)cc1
- NSD2 inh: -2.6

CCC(=O)N(C)C[C@@H]1Oc2ncc(C#CCC3CCCC3)cc2C(=O)N([C@@H](C)CO)C[C@H]1C
- NSD2 inh: -1.2

CC(C)NC(=O)Nc1ccc2c(c1)C(=O)N([C@H](C)CO)C[C@H](C)[C@H](CN(C)C(=O)Nc1ccccc1)OCCCC[C@@H](C)O2
- NSD2 inh: 0.5

CCC(=O)N(C)C[C@@H]1Oc2ncc(/C=C/c3ccccc3)cc2C(=O)N([C@H](C)CO)C[C@@H]1C
- NSD2 inh: -0.9

COCC(=O)Nc1ccc2c(c1)[C@H]1C[C@H](CC(=O)N[C@@H](C)c3ccccc3)O[C@H](CO)[C@H]1O2
- NSD2 inh: -0.6

Cc1ccc(S(=O)(=O)Nc2ccc3c(c2)CC(=O)N([C@H](C)CO)C[C@H](C)[C@H](CN(C)Cc2ccc(C(=O)O)cc2)O3)cc1
- NSD2 inh: -0.6

O=C(c1ccccc1)N1Cc2ccccc2C[C@@]2(N=C(c3ccc(OCCCO)cc3)O[C@H]2c2ccccc2)C1=O
- NSD2 inh: 2.6

COc1ccc(C2=Cc3ccccc3C(C)(C)O2)cc1
- NSD2 inh: -3.0

C[C@@H]1CCCCO[C@H](CN(C)C(=O)CCCN(C)C)[C@H](C)CN([C@@H](C)CO)C(=O)c2cc(NS(=O)(=O)c3ccc(F)cc3)ccc2O1
- NSD2 inh: 1.3

# (list continues)
SMILES | NSD2 inh
C[C@H](CO)N1C[C@H](C)[C@@H](CN(C)C(=O)Cc2ccccc2)Oc2ncc(C#CC3(O)CCCC3)cc2C1=O | 0.0
CC(C)NC(=O)N(C)C[C@@H]1OCCCC[C@@H](C)Oc2ccc(NS(C)(=O)=O)cc2C(=O)N([C@@H](C)CO)C[C@H]1C | u
COc1ccc(NC(=O)Nc2ccc3c(c2)C(=O)N([C@@H](C)CO)C[C@H](C)[C@@H](CN(C)C)O3)cc1 | 11.8
C[C@@H]1CN([C@H](C)CO)C(=O)Cc2cc(NC(=O)C3CCCCC3)ccc2O[C@H]1CN(C)Cc1ccccc1 | 4.8
C[C@H]1CN([C@@H](C)CO)C(=O)c2cc(NC(=O)NC3CCCCC3)ccc2O[C@H]1CN(C)C(=O)NC1CCCCC1 | 1.6
Cc1noc(C)c1NC(=O)N(C)C[C@@H]1OCCCC[C@@H](C)Oc2ccc(NC(=O)Nc3ccc4c(c3)OCO4)cc2C(=O)N([C@@H](C)CO)C[C@H]1C | -2.8
C[C@@H]1CN([C@H](C)CO)C(=O)c2cc(C#CC3(O)CCCC3)cnc2O[C@@H]1CN(C)C | 1.9
CC(C)C1NC(=O)/C(=C/c2cnc[nH]2)NC1=O (stereo not given) | -0.1
C[C@H](NC[C@H](O)CP(=O)(O)CC1CCCCC1)c1ccc(Cl)c(Cl)c1 | 41.6
C[C@@H]1CN([C@H](C)CO)C(=O)Cc2cc(NS(=O)(=O)c3cn(C)cn3)ccc2O[C@H]1CN(C)S(=O)(=O)c1ccc(F)cc1 | 1.0
CC(C)NC(=O)Nc1ccc2c(c1)C(=O)N([C@H](C)CO)C[C@@H](C)[C@@H](CN(C)Cc1ccccc1)O2 | 18.4
CCC(=O)N(C)C[C@H]1Oc2cc(C#CCN(C)C)ccc2S(=O)(=O)N([C@@H](C)CO)C[C@H]1C | 0.8
C[C@@H]1CN([C@@H](C)CO)C(=O)c2cc(/C=C/c3ccccc3)cnc2O[C@H]1CN(C)C(=O)c1cccnc1 | -2.4
Cc1ccc(S(=O)(=O)N(C)C[C@H]2Oc3ccc(NC(=O)c4ccncc4)cc3C(=O)N([C@H](C)CO)C[C@H]2C)cc1 | 0.0
C[C@H]1CN([C@@H](C)CO)C(=O)c2cc(-c3cccc(C#N)c3)cnc2O[C@@H]1CN(C)Cc1ccncc1 | 1.2

# Other results follow.
SMILES | NSD2 inh
C[C@@H]1CN([C@@H](C)CO)C(=O)c2cc(NS(C)(=O)=O)ccc2O[C@@H](C)CCCCO[C@@H]1CN(C)C(=O)c1ccccc1 | 2.1
CC(C)NC(=O)N(C)C[C@@H]1Oc2ncc(C3=CCCCC3)cc2C(=O)N([C@@H](C)CO)C[C@H]1C | -3.9
C[C@H](CO)N1C[C@H](C)[C@H](CN(C)Cc2ccc(C(F)(F)F)cc2)Oc2ccc(NC(=O)C3CC3)cc2CC1=O | -1.8
Cc1noc(C)c1NC(=O)Nc1cccc2c1O[C@@H](CN(C)CC1CC1)[C@H](C)CN([C@@H](C)CO)C2=O | 1.4
Nc1ncnc2nc(-c3ccc(N4CCOCC4)nc3)cc(-c3cccc(Br)c3)c12 | 1.7
CCC(=O)N(C)C[C@@H]1Oc2ncc(C#CC(C)(C)O)cc2C(=O)N([C@@H](C)CO)C[C@H]1C | 3.5
CC(C)CC#Cc1ccc2c(c1)O[C@H](CN(C)Cc1ccc3c(c1)OCO3)[C@H](C)CN([C@H](C)CO)S2(=O)=O | -5.2
C[C@H](CO)N1C[C@H](C)[C@H](CN(C)Cc2ccc(Cl)c(Cl)c2)OCCCC[C@H](C)Oc2ccc(NC(=O)Nc3ccccc3)cc2C1=O | 2.2
C[C@H]1CN([C@@H](C)CO)S(=O)(=O)c2ccc(-c3ccc(C#N)cc3)cc2O[C@H]1CN(C)C(=O)C1CC1 | 0.3
CCCNC(=O)N(C)C[C@@H]1Oc2ncc(-c3ccc(F)cc3)cc2C(=O)N([C@@H](C)CO)C[C@H]1C | -76.1
CCCCCCC/C=N/NC(=O)CCCCCCC(=O)OC | -1.9
COCCOC(=O)N1C(=O)[C@@]2(c3ccccc31)[C@H](C(N)=O)[C@H]1C(=O)O[C@H](c3ccccc3)[C@H](c3ccccc3)N1[C@@H]2c1ccc(O)cc1 | -0.3
C[C@H](CO)N1C[C@H](C)[C@H](CN(C)S(C)(=O)=O)Oc2ccc(NC(=O)Cc3cn(C)c4ccccc34)cc2CC1=O | -1.8
C[C@@H]1CN([C@@H](C)CO)S(=O)(=O)c2ccc(/C=C/c3ccccc3)cc2O[C@@H]1CN(C)C(=O)c1cccnc1 | -3.2
C[C@H]1CN([C@@H](C)CO)C(=O)c2cccc(NC(=O)CCCCCC(=O)Nc3ccccc3N)c2O[C@H]1CN(C)Cc1ccncc1 | 0.7

# Other entries.
SMILES | NSD2 inh
C[C@H]1CN([C@@H](C)CO)C(=O)c2cc(-c3ccccc3F)cnc2O[C@@H]1CN(C)C(=O)c1cnccn1 | 0.5
COc1ccc(S(=O)(=O)N(C)C[C@H]2OCCCC[C@@H](C)Oc3ccc(NC(=O)Nc4cccc5ccccc45)cc3C(=O)N([C@H](C)CO)C[C@@H]2C)cc1 | -3.5
Cc1ccc(S(=O)(=O)N(C)C[C@@H]2Oc3ncc(C#CCC(C)C)cc3C(=O)N([C@H](C)CO)C[C@@H]2C)cc1 | -1.3
CNC[C@@H]1OCc2cnnn2CCCC(=O)N([C@H](C)CO)C[C@@H]1C | 1.4
CC(C)NC(=O)Nc1ccc2c(c1)CC(=O)N([C@@H](C)CO)C[C@H](C)[C@H](CN(C)Cc1ccc(C(F)(F)F)cc1)O2 | -6.5

# Shown with the structure last: entries from further up
NSD2 inh	smiles
-5.2	C[C@H](CO)N1C[C@H](C)[C@@H](CN(C)CC2CCOCC2)Oc2ncc(C#Cc3ccccc3)cc2C1=O
7.9	COc1ccc(NC(=O)Nc2ccc3c(c2)[C@H]2C[C@H](CC(=O)NCc4ccc5c(c4)OCO5)O[C@H](CO)[C@H]2O3)cc1
1.3	C[C@H](CO)N1C[C@H](C)[C@@H](CN(C)C(=O)Nc2ccccc2)Oc2cc(C#CC3(O)CCCC3)ccc2S1(=O)=O
1.6	C[C@H](CO)N1C[C@H](C)[C@@H](CN(C)C(=O)c2ccncc2)OCCCC[C@H](C)Oc2ccc(NC(=O)NC3CCCCC3)cc2C1=O
-9.4	COc1ccccc1NC(=O)N[C@H]1CC[C@@H](CC(=O)NCc2ccc(Cl)c(Cl)c2)O[C@H]1CO
